mIAP inh = blocks mouse intestinal alkaline phosphatase. inhibition, % at 10 µM. actives 0.2% (n = 330,000). purified mouse IAP, CDP-Star luminescence, 30 min;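 active = inhibition of at least 40% at 10 µM in the primary screen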;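 also: plate controls were DMSO with enzyme for no effect and no enzyme wells for full effect; values of inactives mirror those of a sister screen read the other way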
mIAP activ = mouse IAP activation. muIAP, CDP-Star luminescence, 30 min; hits give high values; 1 = vehicle-only enzyme signal, 0 = enzyme-free wells. activation factor at 10 µM. actives 0.24% (n = 330,000). AID 2805;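 active = activation factor of at least 2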; also: the source names both 10 and 20 µM as test concentration; values of inactives mirror those of a sister screen read the other way
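System: Mouse IAP enzyme | Also added: CDP-Star substrate | Dosing: Compounds dispensed in DMSO | Schedule: 30 min enzyme-substrate-compound incubation at room temperature | Technique: Chemiluminescence readout | Control set: DMSO-only wells and no-enzyme negative control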
MPTP block = permeability transition pore inhibition | inhibition, % at 10 µM | isolated mouse mitochondria, Ca2+ swelling absorbance, 30 min | actives 1.4% (n = 360,000);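 active = inhibition of 50% or more, scaled per plate between neutral and stimulator controls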;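 also: 0% = DMSO wells given calcium and 100% = 1 mM EGTA wells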
APOBEC3A inh = blocks human APOBEC3A ssDNA deamination | P31941 | recombinant A3A, FAM/TAMRA ssDNA deamination fluorescence | inhibition, % at 20 µM | actives 0.41% (n = 330,000) | AID 493011;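 active = at least 40% inhibition at 20 µM here, with at most 30% in a related deaminase screen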;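 also: plate controls were A3A with DMSO for no effect and wells lacking A3A enzyme for full effect; some results filed as inactive read as strong as hits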
Target sequence (P31941 whole entry, looked up): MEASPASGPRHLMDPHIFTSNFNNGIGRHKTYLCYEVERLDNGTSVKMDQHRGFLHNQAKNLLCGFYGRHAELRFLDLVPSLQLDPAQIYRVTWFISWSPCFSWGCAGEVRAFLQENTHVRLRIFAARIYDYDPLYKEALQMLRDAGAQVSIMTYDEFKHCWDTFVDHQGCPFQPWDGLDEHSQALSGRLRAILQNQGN
APOBEC3G inh = APOBEC3G (human) deaminase inhibition; inhibition, % at 20 µM; recombinant A3G, ssDNA deamination FAM/TAMRA fluorescence; actives 0.28% (n = 330,000); Q9HC16;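 active = inhibition of at least 40% at 20 µM, with no more than 30% in the related APOBEC3A deaminase screen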;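 also: plate controls were DMSO wells with A3G for no effect and wells lacking A3G enzyme for full effect; some compounds called inactive have numbers as strong as hits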
hIAP act = human IAP activation; P09923; purified human IAP, CDP-Star luminescence, 30 min; hits give high values; 1 = vehicle-only enzyme, 0 = enzyme-free background; activation factor at 10 µM; actives 0.16% (n = 330,000);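 active = activation factor of the enzyme at least 2-fold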; also: the source names both 10 and 20 µM as test concentration; values of inactives mirror those of a sister screen read the other way
Target sequence (P09923 whole entry, looked up): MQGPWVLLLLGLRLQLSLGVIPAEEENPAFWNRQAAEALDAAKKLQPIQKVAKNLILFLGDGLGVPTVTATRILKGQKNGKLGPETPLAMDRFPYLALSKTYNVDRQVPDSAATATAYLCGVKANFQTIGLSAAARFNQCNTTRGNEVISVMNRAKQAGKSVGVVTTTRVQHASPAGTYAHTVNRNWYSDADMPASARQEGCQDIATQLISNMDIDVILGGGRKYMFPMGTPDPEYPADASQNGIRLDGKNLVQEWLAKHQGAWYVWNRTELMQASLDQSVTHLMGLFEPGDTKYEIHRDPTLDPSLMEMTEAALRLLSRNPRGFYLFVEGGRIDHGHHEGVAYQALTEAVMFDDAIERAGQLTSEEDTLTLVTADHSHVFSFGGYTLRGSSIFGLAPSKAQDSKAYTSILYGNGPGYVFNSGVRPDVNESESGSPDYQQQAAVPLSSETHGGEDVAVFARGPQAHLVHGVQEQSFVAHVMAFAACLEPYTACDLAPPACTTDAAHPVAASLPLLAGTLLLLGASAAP
hIAP inh = human IAP inhibition. P09923. purified IAP, CDP-Star luminescence, 30 min. inhibition, % at 10 µM. actives 0.12% (n = 330,000);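 active = inhibition reaching a set limit with compound at 10 µM in the primary screen, cut at about 35% in these data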;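 also: plate controls were DMSO wells with enzyme for no effect and no-enzyme buffer wells for full effect; values of inactives mirror those of a sister screen read the other way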
beta cell repl = inducers of beta-cell replication in MIN6 cells | MIN6 cells proliferation, ATPlite luminescence, 48 h; cells starved in 0.2% serum; 100% = growth in 10% serum | proliferation, % at 10 µM | actives 0.29% (n = 330,000) | AID 2380;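 active = compounds whose signal lies at least 3.5 SD above the mean of all wells on their plate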;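 also: 0% = DMSO-treated cells in low-serum medium and 100% = 10% serum control; some compounds called inactive have numbers as strong as hits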
ATG4B inhibitor = blocks human ATG4B protease cleavage of LC3 substrate; AID 504462; Q9Y4P1; ATG4B cleavage of LC3-PLA2, NBD-HPC fluorescence, 1 h; actives 0.51% (n = 340,000); inhibition, % at 8.33 µM; in the data active = inhibition above about 40%
Target sequence (Q9Y4P1 whole entry, looked up): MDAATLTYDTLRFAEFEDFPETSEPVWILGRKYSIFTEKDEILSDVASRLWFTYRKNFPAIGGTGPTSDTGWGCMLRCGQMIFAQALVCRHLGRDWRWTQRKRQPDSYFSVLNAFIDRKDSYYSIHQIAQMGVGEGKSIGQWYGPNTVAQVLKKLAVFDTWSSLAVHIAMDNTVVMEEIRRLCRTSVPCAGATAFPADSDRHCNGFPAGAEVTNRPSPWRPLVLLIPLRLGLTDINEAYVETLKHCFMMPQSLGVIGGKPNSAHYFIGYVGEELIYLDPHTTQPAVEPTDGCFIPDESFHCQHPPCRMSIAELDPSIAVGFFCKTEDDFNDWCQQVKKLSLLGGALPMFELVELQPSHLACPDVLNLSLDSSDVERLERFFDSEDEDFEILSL
Active calls of the source: *; · = no result given. An unsorted share of the library; about 3.3% have a hit in one of these screens.

SMILES	mIAP inh	mIAP activ	MPTP block	APOBEC3A inh	APOBEC3G inh	hIAP act	hIAP inh	beta cell repl	ATG4B inhibitor
C/C(N)=C(/C#N)C(=O)COC(=O)CCS(=O)(=O)c1ccccc1	1	0.99	-0.9	-2	-5	1.1	-11	1	-3
O=C(Nc1ccccc1)Nc1nnc(-c2ccccc2)o1	0	1	2.2	2	-1	1.2	-19	0	-5
CCOC(=O)c1[nH]c(C)c(C(=O)NCCC2=CCCCC2)c1C	-1	1	-2.4	-3	-6	0.97	3	-1	-11
O=C(Nc1ccc([N+](=O)[O-])cc1Br)c1cccnc1	-6	1.1	0.1	1	-4	0.92	8	-2	34
O=C(N/N=C/c1ccco1)c1cc(=O)[nH]c2ccccc12	6	0.94	-0.5	0	-5	1.1	-10	-4	4
CC(C)c1nc2oc3c(=O)[nH]cnc3c2c2c1COC(C)(C)C2	6	0.94	0.1	0	-5	1.2	-22	1	-7
CNC(=S)N1N=C2c3ccccc3CCC2C1c1ccccc1Cl (stereo not drawn)	4	0.96	1.8	2	2	1	-3	-2	-6
CC1CCCCC1NC(=O)C1CCC(CNc2c(N3CCCCC3)c(=O)c2=O)CC1 (stereo not drawn)	-15	1.1	0.1	-4	-6	1.1	-9	-1	-3
Cn1c(C(O)c2ccc(Cl)cc2)nc(Cl)c1Cl (stereo not drawn)	6	0.94	3.1	0	-6	1.4	-44	0	-17
C=CCOc1ccc(C2C(C(=O)c3cccs3)=C(O)C(=O)N2c2nnc(C)s2)cc1 (stereo not drawn)	16	0.84	-0.6	-4	-14	1	-3	-2	-8
COc1ccc(CC(=O)NCC2CCCN(Cc3cccc(SC)c3)C2)cc1 (stereo not drawn)	-6	1.1	2.3	-3	2	1.1	-11	1	-6
CC(=O)c1c(C)[nH]c(C(=O)N2CCN(c3cc(Cl)ccc3C)CC2)c1C	-19	1.2	2.0	-1	-4	0.95	5	-3	-16
O=C(O)/C=C/C(=O)Nc1ccc(-c2ccccc2)cc1	7	0.93	0.1	-3	-6	0.9	10	-2	·
C[C@@H](CSc1ccccc1)CN1CC[C@H](C(C)(C)C)CCC1=O	-4	1	-0.3	7	3	1.1	-6	-5	4
O=C(O)C/C(=C\c1cc(Cl)c2c(c1)OCO2)c1nc2ccccc2s1	-5	1	-0.1	45*	30	0.93	7	1	13
CN1CCN(c2nc(-c3ccccc3O)nc3ccccc23)CC1	10	0.9	1.4	0	-4	0.86	14	-2	-1
O=C(COC(=O)CNC(=O)c1cccc(F)c1)NCCC1=CCCCC1	-8	1.1	1.2	1	-2	1	-4	-1	-5
C=CCOc1ccc(C=Nc2cccc(Cl)c2)c(O)c1	4	0.96	0.7	-2	-3	0.95	5	0	11
Cc1nc(N2CCOCC2)nc(Oc2ccccc2F)c1[N+](=O)[O-]	9	0.91	0.6	1	1	0.86	14	-2	11
COc1ccc2c(c1)c(C(C)=O)c(C)n2CCc1ccc(OC)c(OC)c1	10	0.9	0.7	1	-6	0.92	8	6	-8
CCN(CC)S(=O)(=O)c1cccc(C(=O)N[C@H](C(=O)NCc2ccccc2F)C(C)C)c1	1	0.99	1.7	-3	-8	1	-3	0	-1
Cc1ccc(C(=O)Nc2ccc(S(=O)(=O)N3CCCC3)cc2)s1	1	0.99	2.6	4	-3	0.96	4	0	-6
CC1CCCN(C(=O)Cn2nnc(-c3ccc([N+](=O)[O-])cc3)n2)C1 (stereo not drawn)	-8	1.1	-0.1	-3	-4	1.2	-16	-1	·
Cc1cc(C)n2nc(CNS(=O)(=O)c3c(F)c(F)c(F)c(F)c3F)nc2n1	0	1	-0.1	-1	8	0.73	27	-8	4
NC(=O)c1ccc(-c2nnn(CC(=O)N(C3CCCCC3)C3CCS(=O)(=O)C3)n2)cc1 (stereo not drawn)	-9	1.1	-2.2	-4	-7	0.93	7	3	3

Reprinted at random: two entries already listed, in no set order.
SMILES	mIAP inh	mIAP activ	MPTP block	APOBEC3A inh	APOBEC3G inh	hIAP act	hIAP inh	beta cell repl	ATG4B inhibitor
O=C(O)/C=C/C(=O)Nc1ccc(-c2ccccc2)cc1	7	0.93	0.1	-3	-6	0.9	10	-2	·
Cc1ccc(C(=O)Nc2ccc(S(=O)(=O)N3CCCC3)cc2)s1	1	0.99	2.6	4	-3	0.96	4	0	-6

(listing goes on)
SMILES	mIAP inh	mIAP activ	MPTP block	APOBEC3A inh	APOBEC3G inh	hIAP act	hIAP inh	beta cell repl	ATG4B inhibitor
CC(C)(O)/C=C/C(=O)[C@](C)(O)C1[C@H](O)C[C@@]2(C)C3CC=C4C(C=C(O[C@@H]5O[C@H](CO)[C@@H](O)[C@H](O)[C@H]5O)C(=O)C4(C)C)[C@]3(C)C(=O)C[C@]12C (stereo partly drawn)	-8	1.1	0.1	-3	8	0.98	2	-3	0
CN(C)c1ccc(C(=S)Nc2ccccc2)cc1	16	0.84	0.1	2	-1	1.2	-15	0	8
Cc1ccc(C)c(C(C)NC(=S)NC2CCCCC2)c1 (stereo not drawn)	-55	1.6	1.3	-1	-3	1.1	-14	-7	7
Nc1oc2ccc(F)cc2c(=O)c1C=O	3	0.97	0.0	3	5	1.2	-23	2	5
O=C(NCCNC(=O)c1ccco1)c1cccc(F)c1	-13	1.1	-0.7	5	5	0.94	6	0	2
Cc1cccc(CCN2CCN=C2N(C)C)c1	2	0.98	-2.3	0	-6	1	-3	2	-11
CC1Cn2c(CCc3ccccc3)nnc2S1 (stereo not drawn)	-4	1	1.3	0	-6	1	-1	-1	-9
Cc1n[nH]c(=O)c2c(NC(=O)CSc3nncn3C(C)C)oc(C)c12	7	0.93	-0.8	-5	-6	1	-2	0	-15
O=C1OC(N2CCN(C(=O)c3ccco3)CC2)c2ccccc21 (stereo not drawn)	1	0.99	-0.7	-1	0	1	-3	-2	8
COc1ccc(S(=O)(=O)N2CCOCC2)cc1NC(=O)CSc1nnc(C2CC2)n1N	-1	1	2.3	-8	-10	1.2	-20	-1	-6
COc1ccc(S(=O)(=O)N2CCC(NC(=O)c3cccnc3)CC2)cc1	-15	1.2	-1.3	2	-2	0.97	3	-4	-11
CCc1cccc(C)c1NC(=O)c1ccc2nc(N3CCOCC3)sc2c1	-16	1.2	-0.5	-2	-9	1.1	-8	-2	4
CCOC(=O)C1CCCN(CCC(=O)Nc2ccc3c(c2)CCC3)C1 (stereo not drawn)	24	0.76	2.9	-1	-2	1	-3	-1	-16
Cc1ccc2c(N)c(C)ccc2c1	-8	1.1	-1.0	-6	-8	0.98	2	0	6
Nc1nnc(/C=C/c2ccccc2Cl)s1	-2	1	2.7	2	-5	1.3	-33	-2	1
COc1cccc(C(=O)NNC(=O)Cc2ccc(Cl)cc2)c1	2	0.97	0.6	-3	-7	0.96	4	1	-2
CCCc1nnc(NC(=O)COC(=O)c2cc(C)nc3ccccc23)s1	3	0.97	3.5	-2	4	0.96	4	-2	-3
O=C(COC(=O)c1ccc(Br)o1)Nc1ncc(Cl)cc1Cl	-2	1	-0.8	9	4	0.94	6	0	0
Cc1cc(C)n2nc(N)c(N=Nc3ccc(Cl)cc3)c2n1	12	0.88	-0.6	-3	-6	0.83	17	0	-12
CCOc1ccc(N(CC(=O)Nc2cccc(N(C)S(C)(=O)=O)c2)S(=O)(=O)c2ccccc2)cc1	-10	1.1	-1.9	-6	-15	1.3	-26	0	-3
O=C(Cn1nnc(-c2ccccc2F)n1)Nc1ccc2c(c1)OCCO2	-8	1.1	-1.0	-3	-9	0.99	1	-3	-5
COc1ccc(/C=C(\C#N)C(=O)NC2CCS(=O)(=O)C2)cc1OC (stereo not drawn)	-7	1.1	6.1	0	-3	0.99	1	-2	7
O=C(CSc1ncccc1-c1nc2ccccc2[nH]1)N1CCCCC1	-4	1	0.4	0	-7	0.99	1	-2	-10
CN(C(=O)COC(=O)c1cc([N+](=O)[O-])ccc1Cl)c1ccccc1	-15	1.1	-0.4	-2	-9	0.97	3	-3	-6
Cc1ccc(C)c(OCC(=O)N2CCc3ccccc3C2)c1	1	0.99	0.0	-4	-4	1.1	-10	3	8

(listing goes on)
SMILES	mIAP inh	mIAP activ	MPTP block	APOBEC3A inh	APOBEC3G inh	hIAP act	hIAP inh	beta cell repl	ATG4B inhibitor
O=C(Nc1cccnc1)C1CCCN(S(=O)(=O)c2ccccc2)C1 (stereo not drawn)	0	0.99	-7.9	3	2	0.89	11	4	-5
CCOC(=O)c1[nH]c(C)c(C(=O)Nc2cccc(Cl)c2C)c1C	5	0.95	-0.7	-2	-6	0.89	11	-2	-6
Cc1ccc(S(=O)(=O)NNC(=O)c2c(O)c3ccccc3[nH]c2=O)cc1	6	0.94	2.6	6	0	0.97	3	-4	-1
CCCN1CCN(C(=O)c2cc(COc3ccc(F)cc3F)on2)CC1	-4	1	0.4	1	0	0.8	20	-3	26
CN(CCn1ccnc1)C(=O)CC1C(=O)NCCN1Cc1ccccc1C(F)(F)F (stereo not drawn)	1	0.99	0.7	-3	-10	0.9	10	5	12
O=C(NCCc1nc2ccccc2[nH]1)c1cc([N+](=O)[O-])cc([N+](=O)[O-])c1	6	0.94	1.7	-3	-6	1.1	-5	0	-1
C1=C(CCNc2nnnn2-c2ccccc2)CCCC1	-12	1.1	8.5	0	0	0.88	12	-6	-7
O=C(CCNc1ccc(Br)cc1)c1cccc([N+](=O)[O-])c1	8	0.92	5.6	-4	-4	0.94	6	-6	14
Cn1c(=O)c2c(nc(-n3ccnc3)n2Cc2ccc([N+](=O)[O-])cc2)n(C)c1=O	-4	1	-0.7	-4	-10	1.2	-21	0	-9
COC(=O)COc1ccc2c(-c3cccc([N+](=O)[O-])c3)cc(=O)oc2c1	4	0.96	0.6	-3	-4	0.98	2	-2	-4
O=c1nc2ccccc2c2n1CC(CN1CCN(Cc3ccccc3)CC1)N2 (stereo not drawn)	1	0.99	-1.2	-1	-2	0.95	5	0	7
Cc1cccc(C(=O)OC(C)C(=O)N2CCc3ccccc3C2)c1C (stereo not drawn)	-1	1	-1.4	-1	-5	1.1	-9	1	5
COc1ccc(-n2ncc3c(N4CCN(Cc5ccccc5)CC4)ncnc32)cc1	-1	1	0.8	-3	-4	1.1	-12	-5	-1

An excerpt from above in order of the hIAP inh value, lowest first:
Structure	mIAP inh	mIAP activ	MPTP block	APOBEC3A inh	APOBEC3G inh	hIAP act	hIAP inh	ATG4B inhibitor
Cc1cccc(C(=O)OC(C)C(=O)N2CCc3ccccc3C2)c1C (stereo not drawn)	-1	1	-1.4	-1	-5	1.1	-9	5
COC(=O)COc1ccc2c(-c3cccc([N+](=O)[O-])c3)cc(=O)oc2c1	4	0.96	0.6	-3	-4	0.98	2	-4
O=c1nc2ccccc2c2n1CC(CN1CCN(Cc3ccccc3)CC1)N2 (stereo not drawn)	1	0.99	-1.2	-1	-2	0.95	5	7

Five entries from above, with values under each structure.
Results follow in this order: mIAP inh | mIAP activ | MPTP block | APOBEC3A inh | APOBEC3G inh | hIAP act | hIAP inh | beta cell repl | ATG4B inhibitor
- CCCN1CCN(C(=O)c2cc(COc3ccc(F)cc3F)on2)CC1
    -4 | 1 | 0.4 | 1 | 0 | 0.8 | 20 | -3 | 26
- O=C(NCCc1nc2ccccc2[nH]1)c1cc([N+](=O)[O-])cc([N+](=O)[O-])c1
    6 | 0.94 | 1.7 | -3 | -6 | 1.1 | -5 | 0 | -1
- COc1ccc(-n2ncc3c(N4CCN(Cc5ccccc5)CC4)ncnc32)cc1
    -1 | 1 | 0.8 | -3 | -4 | 1.1 | -12 | -5 | -1
- O=C(CCNc1ccc(Br)cc1)c1cccc([N+](=O)[O-])c1
    8 | 0.92 | 5.6 | -4 | -4 | 0.94 | 6 | -6 | 14
- O=C(Nc1cccnc1)C1CCCN(S(=O)(=O)c2ccccc2)C1 (stereo not drawn)
    0 | 0.99 | -7.9 | 3 | 2 | 0.89 | 11 | 4 | -5

Screening data from PubChem.
